From PubChem
RXFP1 agonist = qHTS Assay for Agonists of the Relaxin Receptor RXFP1 | 370,000 compounds, 0.3% hits | Relaxin receptor 1 (Homo sapiens), Q9HBX9 | Potency, µM (doses to about 57.5 µM), for the others: at the top dose activation, most hits filed as activators | AID 2676, 2010 | HEK293T-RXFP1 cAMP TR-FRET, 30 min; response scale: percent of porcine relaxin response, buffer zero; note: % is set by controls: 0 for no effect and ±100 for the full control effect; nearly all actives have a fitted effect of over 60% in size; many of its hits are not listed in these tables
Target sequence (Q9HBX9 whole entry, looked up): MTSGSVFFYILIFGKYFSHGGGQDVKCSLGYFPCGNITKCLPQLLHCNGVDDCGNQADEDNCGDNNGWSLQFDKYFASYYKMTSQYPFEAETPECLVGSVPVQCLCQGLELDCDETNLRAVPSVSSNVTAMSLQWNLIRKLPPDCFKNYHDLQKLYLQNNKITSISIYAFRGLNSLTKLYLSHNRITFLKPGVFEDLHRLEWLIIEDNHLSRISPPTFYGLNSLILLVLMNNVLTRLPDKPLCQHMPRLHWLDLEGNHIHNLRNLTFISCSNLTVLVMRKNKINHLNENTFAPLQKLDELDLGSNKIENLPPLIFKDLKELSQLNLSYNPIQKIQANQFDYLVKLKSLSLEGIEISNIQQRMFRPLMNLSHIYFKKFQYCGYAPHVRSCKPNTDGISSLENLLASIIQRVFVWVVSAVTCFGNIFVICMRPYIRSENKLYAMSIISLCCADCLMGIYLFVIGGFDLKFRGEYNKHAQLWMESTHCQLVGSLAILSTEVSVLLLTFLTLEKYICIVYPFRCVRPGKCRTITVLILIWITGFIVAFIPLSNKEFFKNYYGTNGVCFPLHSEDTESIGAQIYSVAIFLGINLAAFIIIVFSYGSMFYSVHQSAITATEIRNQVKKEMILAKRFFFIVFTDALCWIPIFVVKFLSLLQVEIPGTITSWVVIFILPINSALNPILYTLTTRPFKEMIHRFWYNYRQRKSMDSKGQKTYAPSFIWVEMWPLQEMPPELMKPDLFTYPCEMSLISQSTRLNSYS
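Agonist response is measured as cAMP accumulation in an RXFP1-transfected HEK293T line under PDE4 inhibition. Values are scaled between buffer-only and 29 nM porcine relaxin, and EC50s come from standard Hill equation fits.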
USP1 inh = Inhibitors of USP1/UAF1: Primary Screen; Potency, µM (highest dose often 57.1 µM), for the others: top-dose activity change, negative = inhibition, hits mostly inhibitors; recombinant USP1/UAF1, Ub-Rhodamine cleavage fluorescence; Ubiquitin carboxyl-terminal hydrolase 1 (Homo sapiens), O94782; 390,000 compounds, 0.23% hits; note: % is set by controls: 0 for no effect and ±100 for the full control effect; nearly all actives have a fitted effect of over 60% in size; inactives centre near -12
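1 nM enzyme complex + cpd, 15 min RT; start with Ub-Rho 150nM final; kinetic fluorescence ex 480/em 540, 6 reads q60 s. Buffer 50mM HEPES pH 7.8, 0.5mM EDTA, 0.1 mg/ml BSA, 1mM TCEP, 0.01% Tween-20.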
mIDH1 inhibitor = qHTS for Inhibitors of mutant isocitrate dehydrogenase 1 (IDH1): qHTS | Isocitrate dehydrogenase [NADP] cytoplasmic (Homo sapiens), O75874 | IDH1-R132H enzyme, NADPH consumption, diaphorase/resazurin fluorescence | Potency, µM (titrated, usually from 76.6 µM), for inactives: at the highest dose activity change, negative = inhibition, most hits filed as inhibitors | 390,000 compounds, 0.093% hits | AID 602179, 2012; note: % is set by controls: 0 for no effect and ±100 for the full control effect; nearly all actives have a fitted effect of over 65% in size
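IDH1-R132H (0.5 ug/mL dispensed) in pH 7.5 Tris buffer was preincubated 30 min with compound, then given a substrate mix of 0.016 mM NADPH and 2 mM alpha-KG for 80 min at room temperature; remaining NADPH was read by diaphorase/resazurin fluorescence.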
ALOX12 inh = Primary qHTS assay for inhibitors of human arachidonate 12S-lipoxygenase (ALOX12): Round 2 | 580,000 compounds, 1.1% hits | AID 1671190, 2021 | Potency, µM (highest dose often 108 µM), for inactives: at the top dose activity change, negative = inhibition, usual class: inhibitors | purified 12hLO, xylenol orange hydroperoxide absorbance; note: % is set by controls: 0 for no effect and ±100 for the full control effect
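Purified human 12hLO (150 nM final) in 25 mM Hepes, 0.01% Triton X-100, pH 7.0 was preincubated 15 min at room temperature with compound. Then 40 uM arachidonic acid was added, 30 min. Hydroperoxide was read by Fe-XO absorbance ratio 573/405 nm.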
RGS4 inhibitor = Inhibitors of Regulator of G Protein Signaling (RGS) 4: qHTS; 390,000 compounds, 0.039% hits; Potency, µM (highest dose often 114 µM), for the others: at the highest dose activity change, negative = inhibition, actives largely listed as inhibitors; Regulator of G-protein signaling 4 (Homo sapiens), P49798; Transcreener GDP fluorescence polarization, RGS4-accelerated GTP hydrolysis; note: % is set by controls: 0 for no effect and ±100 for the full control effect; nearly all actives have a fitted effect of over 75% in size; some results filed as inactive show a strong effect at the top dose
Target sequence (P49798 whole entry, looked up): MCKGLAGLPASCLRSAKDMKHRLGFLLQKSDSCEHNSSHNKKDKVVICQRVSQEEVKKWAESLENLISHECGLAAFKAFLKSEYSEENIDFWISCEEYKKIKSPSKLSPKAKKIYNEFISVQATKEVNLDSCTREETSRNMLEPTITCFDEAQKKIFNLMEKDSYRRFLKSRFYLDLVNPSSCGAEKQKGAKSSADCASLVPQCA
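MLSMR compounds (23 nl, pin-transferred) preincubated 10 min at room temperature with a 500nM (2x) first reagent, then RGS4 at 900nM (2x) plus Transcreener GDP mix added; fluorescence polarization (620/688 nm) read before and after 90 min at 30 °C.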
TrxR1 substrate = qHTS Assay for Substrates of Mammalian Selenoprotein Thioredoxin Reductase 1 (TrxR1): qHTS; AID 588456, 2011; Potency, µM (series often up to 114 µM), for the others: at the top dose activity change, negative = substrate turnover; 390,000 compounds, 0.01% hits; purified TrxR1 substrate turnover, NADPH consumption readout; note: % is set by controls: 0 for no effect and ±100 for the full control effect; nearly all actives have a fitted effect of over 50% in size
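Rat TrxR1, dispensed at 90 nM, was prereduced with 400 uM NADPH (final) for 5 min at ~22 deg C, then incubated with compound 15 min before 400 uM selenite. A first-read NADPH fluorescence drop versus no-compound background flagged substrates.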
Vif-A3F inh = qHTS for Inhibitors of Vif-A3F Interactions: qHTS; 390,000 compounds, 0.2% hits; HeLa A3F-eYFP + Vif (tagged APOBEC3F with the HIV-1 protein that degrades it), YFP fluorescence increase; Potency, µM (top dose mostly 46.1 µM), for the others: at the top dose activity, negative = active; note: % of control where 0% means no effect; nearly all actives have a fitted effect of over 65% in size
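HeLa cells stably expressing A3F-eYFP plus Vif, plated and incubated overnight at 37 deg C, then exposed to compounds overnight at 37 deg C. Blocked degradation read as raised yellow fluorescence (Ex 488/Em 500-530).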
rTrxR1 inhibitor = qHTS Assay for Inhibitors of Mammalian Selenoprotein Thioredoxin Reductase 1 (TrxR1): qHTS; Thioredoxin reductase 1, cytoplasmic (Rattus norvegicus), O89049; recombinant rTrxR1, NADPH fluorescence consumption, selenite substrate; Potency, µM (series often up to 114 µM), for inactives: at the highest dose activity change, negative = inhibition, hits mostly inhibitors; 390,000 compounds, 1% hits; AID 588453, 2011; note: % is set by controls: 0 for no effect and ±100 for the full control effect; nearly all actives have a fitted effect of over 65% in size
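Rat TrxR1 (90 nM in the dispensed reagent) was pre-reduced with 400 uM NADPH for 5 min at room temperature, then incubated with compound for 15 min. After 400 uM selenite was added, NADPH fluorescence (Ex 340/Em 450 nm) was followed for 8 min.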
Vif-APOBEC3G blk = qHTS for Inhibitors of Vif-A3G Interactions: qHTS. DNA dC->dU-editing enzyme APOBEC-3G (Homo sapiens), Q9HC16. HeLa A3G-eYFP + Vif (tagged APOBEC3G with the HIV-1 protein that degrades it), YFP fluorescence, overnight. Potency, µM (titrated, usually from 46.1 µM), for inactives: at the top dose activity, negative = active, hits mostly inhibitors. 410,000 compounds, 0.076% hits;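 note: % is set by controls: 0 for no effect and ±100 for the full control effect; nearly all actives have a fitted effect of over 60% in size; hits raise eYFP signal because A3G escapes Vif-driven loss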
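Read-out is eYFP fluorescence (Ex 488/Em 500-530) from Vif-expressing HeLa A3G-eYFP cells; more signal means A3G escaped Vif-mediated degradation. Cells plated overnight, compound pinned in, incubated overnight at 37 deg C.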
* hit, by the source's call; ? = inconclusive; · = not tested or not shown; & = joins results of further samples; [ ] = another dose, or the depositor's remark. Calls come from the whole dose curve; as a rule, active = well fitted curve in the direction sought with a large enough effect; inconclusive = small, poorly fitted or top-dose-only effect, or another doubt; inactive = no such curve, though single readings can be large; an effect the other way counts as inactive or inconclusive. Potency is the fitted concentration of half-maximal effect.

RXFP1 agonist | USP1 inh | mIDH1 inhibitor | ALOX12 inh | RGS4 inhibitor | TrxR1 substrate | Vif-A3F inh | rTrxR1 inhibitor | Vif-APOBEC3G blk | SMILES
0.5% | -6% | 3% | -18% | 2% | 3%[57.1 µM] | 0% | 1%[57.1 µM] | 0% | Cc1ccc(NC(=O)CCN2C(=O)NC(C)(C)C2=O)cc1F
3.8% | 0% | 9% | -5% | -7% | 15%[57.1 µM] | 3% | 19%[57.1 µM] | -1% | CSc1nc2ncc(C(=O)O)c(N)n2n1
-1.8% | -21% | 6% | 4% | -7% | 1% | 17% | 1% | -6% | CC(C)c1nc2sc3c(=O)[nH]cnc3c2c2c1CCCC2
-0.3% | -14% | 0% | 14% | -8% | 6%[57.1 µM] | 2% | 3%[57.1 µM] | 1% | Cc1sc2ncnc(SCC(=O)N(C(C)C)C(C)C)c2c1C
2.5% | -21% | -15% | 3% | 11% | -2% | -3% | 27% | 0% | Cc1cc(OCc2cccc(S(=O)(=O)N3CCOCC3)c2)ccc1Cl
-3.4% | ? | -2% | -20% | 12% | 5%[57.1 µM] | -3% | 28%[57.1 µM] | -1% | CCOc1ccc(CNC(=O)c2ccc3c(c2)c(C)c(C)n3Cc2ccc(Cl)cc2)cc1
-0.8% | -26% | 2% | 35% | -5% | 3% | 0% | 22% | 1% | COc1cc(C(=O)NCCC(c2ccccc2)c2ccccc2)cc(OC)c1OC
-0.5% | -15% | 4% | ? | 9% | -2% | 0% | 28% | -11% | O=C(Nc1ccc(Br)cn1)c1ccc2ccccc2c1
-0.5% | -20% | -8% | -8% | 18% | 4% | 8% | 28% | 0% | CC(C)c1cccc(C(C)C)c1NC(=O)c1ccccc1
-0.6% | 1% | -7% | ? | -26% | -3%[2.29 µM] | -6% | 1% | -6% | Cc1ccc(C(=O)NC(=S)NNC(=O)c2ccccc2)cc1
2.2% | -1% | 0% | 0% | -16% | 6% | 3% | 7% | -5% | CC(C)CCOc1ccc(C(=O)Nc2sc3c(c2C#N)CCCCC3)cc1
3.9% | -11% | 2% | 10% | 13% | -1% | -3% | 18% | 0% | CCOC(=O)/C(C#N)=C/c1c(N2CCN(Cc3ccc4c(c3)OCO4)CC2)nc2c(C)cccn2c1=O
1.2% | -11% | 5% | -118% | -22% | -10%[57.1 µM] | -7% | 29%[57.1 µM] | -3% | NC(=S)C1COc2ccccc2O1 (stereo not given)
-0.2% | -16% | -21% | ? | -10% | 1%[57.1 µM] | 2% | -3%[57.1 µM] | -5% | CCOc1cc(/C=N/NC(N)=O)ccc1OCC(=O)Nc1ccc(C)c(C)c1
1.6% | -16% | 6% | -24% | 12% | -5% | -12% | 2% | 6% | O=C(CCCc1nc(-c2ccco2)no1)Nc1ccccc1[N+](=O)[O-]
3.7%&-2.9% | -21%&-22% | 3% | 1%&-17% | -9%&36% | -2%&-5% | 2% | 15%&6% | -1% | O=C(NCc1cccc(F)c1)C1CCN(C(=O)c2sccc2-n2cccc2)CC1
1.2% | -21% | 3% | -14% | -9% | 2% | -5% | 6% | 0% | CC(C)(CC(=O)O)CC(=O)NCc1c(Cl)cccc1Sc1ccc(Cl)cc1
0.0% | -10% | 10% | -12% | 1% | -3% | -2% | 6% | 0% | CCC(C)N(C(=O)Cn1cnc2c1c(=O)n(C)c(=O)n2C)C1CCS(=O)(=O)C1 (stereo not given)
7.8% | -17% | 1% | 1% | -19% | 2%[57.1 µM] | 1% | 10%[57.1 µM] | 3% | O=C(c1ccco1)c1cn(CC(=O)N2CCCC2)c2ccccc12
1.0% | -23% | 1% | ? | ? | -2% | 7% | -17% | 0% | Cc1cccc(N2CC(C(=O)Nc3nnc(SCc4cccnc4)s3)CC2=O)c1 (stereo not given)
? | -24% | -2% | -22% | -5% | 1% | -2% | 18% | -4% | CCOc1ccc(NC(=O)Cn2c(=O)n(CCCCC(=O)NCCc3ccc(Cl)cc3)c(=O)c3ccccc32)cc1
4.1% | -22% | 3% | -18% | -24%[56.9 µM] | 4%[11.4 µM] | -3% | -8%[11.4 µM] | -6% | O=C(CSc1nnnn1Cc1ccccc1)c1ccccc1F
-0.3% | -3% | -4% | -17% | 17% | 1% | -13% | 1% | -4% | Cc1ccc2nsnc2c1S(=O)(=O)N1CCN(Cc2ccc3c(c2)OCO3)CC1
-0.1% | -9% | 5% | 5% | 3% | 3% | -16% | 24% | 3% | Cc1ccc2cccc(OCC(=O)N(C)CC(=O)Nc3ccc(F)cc3)c2n1

2 records picked at random from the list so far, as already listed:
RXFP1 agonist | USP1 inh | mIDH1 inhibitor | ALOX12 inh | RGS4 inhibitor | TrxR1 substrate | Vif-A3F inh | rTrxR1 inhibitor | Vif-APOBEC3G blk | SMILES
7.8% | -17% | 1% | 1% | -19% | 2%[57.1 µM] | 1% | 10%[57.1 µM] | 3% | O=C(c1ccco1)c1cn(CC(=O)N2CCCC2)c2ccccc12
1.2% | -21% | 3% | -14% | -9% | 2% | -5% | 6% | 0% | CC(C)(CC(=O)O)CC(=O)NCc1c(Cl)cccc1Sc1ccc(Cl)cc1

Other records.
RXFP1 agonist | USP1 inh | mIDH1 inhibitor | ALOX12 inh | RGS4 inhibitor | TrxR1 substrate | Vif-A3F inh | rTrxR1 inhibitor | Vif-APOBEC3G blk | SMILES
· | -3% | 10% | 13% | -23% | -1% | -3% | 4% | 0% | O=C(CSCC(=O)NN=Cc1ccccc1)NN=Cc1ccccc1
0.5% | -25% | -1% | -2% | -6% | -3% | -13% | 11% | ? | CC(C)c1ccc(/C=N/NC(=O)c2ccccc2Cl)cc1
· | ? | 19% | 0% | -20% | -4% | -15% | ? | 1% | CC1=NN(c2ccccc2)C(=O)/C1=C/c1ccc(-c2ccc(C)c(C(=O)O)c2)o1
-0.3% | -13% | -4% | 72%[activator] | -1% | -7% | 1% | -16% | -3% | CSc1ccc(C2NC(=O)CCC2[N+](=O)[O-])cc1 (stereo not given)
-0.2% | -20% | 2% | -22% | 1% | -5% | 7% | -4% | 2% | COc1ccc(CN(C)C(=O)c2oc3ccccc3c2CSC)cc1F
-0.5% | -9% | -1% | -23% | 13% | -4% | -5% | ? | 1% | CC(C)COc1ccc(C(=O)N2CCN(CCc3ccncc3)CC2)cc1
-0.8% | -12% | -6% | ? | 25% | 5% | -6% | 23% | 0% | CS(=O)(=O)Nc1ccccc1NS(C)(=O)=O
4.0% | -13% | -1% | 6% | 16% | 4% | -3% | 20% | 1% | CC(=O)N1CCN(C(=O)c2cc(=O)c3ccccc3o2)CC1

Single records, from the list above. Screens in order: RXFP1 agonist, USP1 inh, mIDH1 inhibitor, ALOX12 inh, RGS4 inhibitor, TrxR1 substrate, Vif-A3F inh, rTrxR1 inhibitor, Vif-APOBEC3G blk
`CSc1ccc(C2NC(=O)CCC2[N+](=O)[O-])cc1` (stereo not given) as listed: -0.3%, -13%, -4%, 72%[activator], -1%, -7%, 1%, -16%, -3%
`CC(=O)N1CCN(C(=O)c2cc(=O)c3ccccc3o2)CC1` as listed: 4.0%, -13%, -1%, 6%, 16%, 4%, -3%, 20%, 1%
`CC(C)COc1ccc(C(=O)N2CCN(CCc3ccncc3)CC2)cc1` as listed: -0.5%, -9%, -1%, -23%, 13%, -4%, -5%, ?, 1%
`COc1ccc(CN(C)C(=O)c2oc3ccccc3c2CSC)cc1F` as listed: -0.2%, -20%, 2%, -22%, 1%, -5%, 7%, -4%, 2%
`CS(=O)(=O)Nc1ccccc1NS(C)(=O)=O` as listed: -0.8%, -12%, -6%, ?, 25%, 5%, -6%, 23%, 0%

Next section.
RXFP1 agonist | USP1 inh | mIDH1 inhibitor | ALOX12 inh | RGS4 inhibitor | TrxR1 substrate | Vif-A3F inh | rTrxR1 inhibitor | Vif-APOBEC3G blk | SMILES
0.5% | -5% | -14% | 14% | -1% | -7% | -3% | -7% | 1% | O=C(CN(c1cccc(Cl)c1)S(=O)(=O)c1ccccc1)NN=C1CCCC1
0.0% | -13% | 2% | -7% | -17% | 7%[57.1 µM] | 7% | -55% | 2% | COc1ccc2[nH]c(C)c(C(=O)CN(C)CC3OCCO3)c2c1
6.1% | -20% | 10% | 0% | -47% | 10% | 4% | 11% | 0% | CSCc1c(C(=O)Nc2ccc(N3CCOCC3)cc2)oc2ccccc12
0.1% | -9% | -13% | 21% | 12% | -9% | -11% | -18% | 4% | CC(C)C(NS(=O)(=O)c1cccs1)C(=O)N1CCC(C(N)=O)CC1 (stereo not given)

An excerpt; count on the stated rates, not on these rows.
